TDP-43 yeast inh = rescues yeast growth from TDP-43 toxicity; TDP-43 expressing yeast growth rescue, BacTiter-Glo, 24 h; AID 652104; hit rate 1.8% among 410,000; Potency, µM (highest dose often 46.1 µM), without a hit: top-dose growth rescue (activation), hits mostly activators; also: potency is read from the fitted curve at half-maximal effect; % of control where 0% means no effect; nearly all actives have a fitted effect of over 50% in size
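Luminescence from BacTiter-Glo reports growth of TDP-43-expressing yeast after 24 hr at 30 deg C with compound. Cells were raffinose-pregrown to mid-log, then seeded in galactose medium at OD600=0.02.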
Abeta rescue = restores growth of yeast expressing A-beta42 peptide; yeast expressing A-beta42, growth rescue, OD600, 48 h; response scale: 0% DMSO, 100% iron-clioquinol control; Potency, µM (series often up to 46.1 µM), for inactives: at the top dose growth rescue, hits mostly activators; hit rate 0.063% among 410,000; AID 1347071; also: potency is read from the fitted curve at half-maximal effect; nearly all actives have a fitted effect of over 55% in size
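Yeast growth medium received pinned compounds, then yeast cells expressing toxic A-beta were added; plates incubated at 30 C for 48 hr. Growth read as absorbance at 600 nm, normalized to DMSO and equimolar FeCl3 plus clioquinol controls.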
EPAC2 ag = EPAC2 (human) agonism; EPAC2 activation, biochemical qHTS; response scale: 100% = 6.5 mM cAMP response; Potency, µM (highest dose often 154 µM), for the others: top-dose activation, hits mostly activators; hit rate 0.079% among 360,000; AID 720711; also: potency is read from the fitted curve at half-maximal effect; nearly all actives have a fitted effect of over 50% in size
Target sequence (Q8WZA2 whole entry, looked up): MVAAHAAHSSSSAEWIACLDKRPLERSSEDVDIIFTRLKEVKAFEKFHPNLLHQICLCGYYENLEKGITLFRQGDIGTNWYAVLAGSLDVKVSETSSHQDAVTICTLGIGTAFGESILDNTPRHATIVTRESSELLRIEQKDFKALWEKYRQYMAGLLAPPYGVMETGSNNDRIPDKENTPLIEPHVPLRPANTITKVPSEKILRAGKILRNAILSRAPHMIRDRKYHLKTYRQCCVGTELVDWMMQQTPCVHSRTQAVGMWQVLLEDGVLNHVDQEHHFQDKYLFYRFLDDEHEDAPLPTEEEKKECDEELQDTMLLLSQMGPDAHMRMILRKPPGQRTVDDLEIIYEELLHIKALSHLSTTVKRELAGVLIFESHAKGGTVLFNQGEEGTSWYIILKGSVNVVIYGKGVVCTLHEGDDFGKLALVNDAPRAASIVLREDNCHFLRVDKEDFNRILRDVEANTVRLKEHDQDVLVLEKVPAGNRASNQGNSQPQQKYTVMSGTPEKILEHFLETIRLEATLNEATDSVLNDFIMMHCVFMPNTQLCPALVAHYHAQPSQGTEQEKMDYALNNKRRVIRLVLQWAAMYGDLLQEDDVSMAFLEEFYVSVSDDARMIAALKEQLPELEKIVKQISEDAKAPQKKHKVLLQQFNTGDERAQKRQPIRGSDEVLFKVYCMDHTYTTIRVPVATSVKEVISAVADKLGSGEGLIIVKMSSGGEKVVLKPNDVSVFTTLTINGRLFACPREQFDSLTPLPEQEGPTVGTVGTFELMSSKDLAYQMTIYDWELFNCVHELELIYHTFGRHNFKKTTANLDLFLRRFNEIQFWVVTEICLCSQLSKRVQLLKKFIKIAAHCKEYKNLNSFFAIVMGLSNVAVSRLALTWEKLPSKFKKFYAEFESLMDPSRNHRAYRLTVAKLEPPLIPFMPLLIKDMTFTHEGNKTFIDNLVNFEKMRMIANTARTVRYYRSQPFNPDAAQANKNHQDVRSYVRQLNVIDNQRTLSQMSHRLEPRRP
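Guanine nucleotide exchange by EPAC2 is measured as reduced fluorescence of BODIPY-GDP once it is released from 250 nM Rap1B. Plates are read kinetically for 30 min at room temperature; results are scaled to 6.5 mM cAMP.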
EPAC2 antag = blocks human EPAC2 exchange factor. Q8WZA2. EPAC2 GEF exchange of Rap1B-BODIPY-GDP, fluorescence. hit rate 0.18% among 360,000. Potency, µM (doses to about 114 µM), without a hit: top-dose activity, negative = inhibition, most hits filed as inhibitors. AID 720708; also: potency is read from the fitted curve at half-maximal effect; % is scaled to controls: 0 for no effect and ±100 for the full control effect; nearly all actives have a fitted effect of over 45% in size; many of its hits are not listed in these tables
FUS suppressor = FUS proteinopathy suppression in yeast | S. cerevisiae FUS-expressing, growth rescue, OD600, 24 h | Potency, µM (highest dose often 76.6 µM), inactives show at the highest dose growth rescue (activation), most hits filed as activators | hit rate 0.24% among 390,000;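 also: potency is read from the fitted curve at half-maximal effect; plate controls were DMSO vehicle for no effect and reference control for full effect; nearly all actives have a fitted effect of over 55% in size; some results filed as inactive show a strong effect at the top dose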
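Read-out: OD at 600 nm after 24hr at 30C, reporting rescue of FUS-induced yeast toxicity. Cells at OD 0.005 in galactose (2%) minimal medium; compounds tested in a dilution series; CP55940 titration from 92uM final as control.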
DRD3 agonist = agonists of human D3 dopamine receptor; P35462; D3R DiscoveRx beta-arrestin cells, luminescence, 90 min; max activation, %; hit rate 0.58% among 410,000; in the data active = max activation above about 30%; also: 0% is about no effect; mostly tested at two doses, the higher about 12 µM
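Agonist-mode cell screen: cells plated at 1500/well and incubated overnight at 37 °C, then exposed to library compounds for 90 min at 37 °C. Detection reagent was added for 30–60 min at room temperature, and luminescence was read.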
D3 antag = D3 dopamine receptor (human) antagonism. hit rate 2.5% among 360,000. max response, negative = inhibition, %. P35462. D3R cells, DiscoveRx beta-arrestin luminescence, antagonist mode; stronger effect = lower value. AID 652054; in the data active = max response below about -50%; inconclusive = no clear call, values can overlap the other calls; also: % is scaled to controls: 0 for no effect and ±100 for the full control effect; mostly tested at two doses, the higher about 12 µM
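Cells expressing the human receptor were seeded at 1500 cells/well, incubated overnight at 37 degrees C in 5% CO2, then exposed to library compounds with dopamine controls for 90 minutes at 37 degrees C before luminescent detection.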
aSyn rescue = alpha-synuclein toxicity inhibition in yeast; Yeast expressing alpha-synuclein, growth rescue, BacTiter-Glo, 24 h; Potency, µM (titrated, usually from 46.1 µM), inactives show top-dose growth rescue (activation), hits mostly activators; hit rate 0.14% among 370,000; AID 652106; also: potency is read from the fitted curve at half-maximal effect; % of control where 0% means no effect; nearly all actives have a fitted effect of over 65% in size
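Readout is rescue of growth in alpha-synuclein-expressing yeast, so inhibitors of toxicity appear as activators. Growth after 24 hr at 30 deg C in galactose medium is quantified by luminescence.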
Starred values were filed as active, the others as inactive; ? = inconclusive; nt = no result given; [ ] = dose if it differs, or a comment. Unless noted, calls follow the shape of the dose curve; as a rule, active = well fitted curve in the direction sought with a large enough effect; inconclusive = small, poorly fitted or top-dose-only effect, or another doubt; inactive = no such curve, though single readings can be large; an effect the other way counts as inactive or inconclusive. Not all compounds are listed, so the mix of outcomes need not match the whole.

SMILES	TDP-43 yeast inh	Abeta rescue	EPAC2 ag	EPAC2 antag	FUS suppressor	DRD3 agonist	D3 antag	aSyn rescue
CC(C)C[C@@H](COCc1cccc(Cl)c1)N1CCN(C(=O)c2cccc(C(F)(F)F)c2)CCC1=O	20%	1%	5%	?	?	-1	1	?
Cc1ccc(C(=O)OCC(=O)NCCc2ccc(S(N)(=O)=O)cc2)o1	15%	0%	1%	-7%	nt	-8	-5	1%
CCN(Cc1ccccc1)C(=O)c1sc2nc3n(c(=O)c2c1C)CCCC3	?	-12%	nt	nt	1%	5	nt	nt
O=C(N/N=C/c1ccc(Cl)c([N+](=O)[O-])c1)c1cc(-c2ccccc2)nc2ccccc12	-1%	-17%	14%	-4%[57.1 µM]	-18%	2	-8	6%
N#Cc1cccc(C#N)c1Oc1ccc(S(=O)(=O)Nc2ccccc2)cc1	-12%	-11%	13%	7%	0%	-5	-10	9%
O=C(Nc1ccc(Cl)cc1Cl)c1ccc2ncsc2c1	6%	-22%	1%	0%	15%	-2	-19	-4%
Cc1cccc2sc(N3CCN(C(=O)C4COc5ccccc5O4)CC3)nc12 (stereo unspecified)	17%	?	11%	-11%	42%	1	23	18%
CCOc1cc(/C=N/N=C2/NC(=O)C(CC(=O)O)S2)ccc1OS(=O)(=O)c1ccc(C)cc1 (stereo unspecified)	3%	-6%	1%	-19%	11%	0	11	3%
Cc1ccc(S(=O)(=O)N(CC(=O)NN=C2CCN(C)CC2)c2ccc(C(C)C)cc2)cc1	12%	-9%	-5%	4%	25%	-1	3	1%
CCc1nc(NCCCn2ccnc2)c2oc3ccccc3c2n1	-24%	-11%	0%	0%[57.1 µM]	11%	-10	0	-18%
CCOc1ccccc1CNC(=O)CCc1cn(Cc2ccc(Cl)cc2)c2ccccc12	22%	10%	nt	nt	-1%	2	nt	nt
CC(C)Oc1ccc(C(=O)N(Cc2ccco2)C2CCS(=O)(=O)C2)cc1 (stereo unspecified)	-12%	-18%	6%	-1%	17%	-3	-20	4%
CCC(C(=O)OC)n1cnc2c(nnn2-c2ccc(F)cc2)c1=O (stereo unspecified)	23%	-6%	22%	-3%	-1%	-2	7	0%
O=C(CN1CCN(c2ccccc2O)CC1)Nc1ccc2c(c1)OCCCO2	13%	7%	8%	2%	-5%	-8	7	0%
O=C(CSc1nc2c(c(=O)n1-c1ccc(Cl)cc1)SCC2)NCC1CCCO1 (stereo unspecified)	-3%	0%	3%	-5%	13%	-8	?	-4%
CCN(CC)S(=O)(=O)c1ccc(Cl)c(C(=O)Nc2ccc(Cl)cc2[N+](=O)[O-])c1	?	-3%	8%	7%	nt	14	8	9%
S=C1CSc2ccccc2N1	?	34%	3%	-2%	3%	-3	3	10%
N#C/C(=C\c1ccc(-c2ccccc2[N+](=O)[O-])o1)C(N)=O	-2%	9%	2%	1%	-3%	-2	-24	2%
CC(=O)N1CCc2cc(S(=O)(=O)CCC(=O)N(C)c3cc(C)ccc3C)ccc21	2%	2%	-3%	-3%	0%	-4	-16	-1%
CC1CCN(S(=O)(=O)c2ccc(N3CCCCS3(=O)=O)cc2)CC1	-4%[9.22 µM]	-19%	nt	nt	-23%	-5	nt	nt
O=C(c1cc(-c2ccc(F)cc2)on1)N1CCCc2ccccc21	?	nt	12%	-19%	-12%	-2	7	-1%
CCOc1ccccc1CN1CCNC(=O)C1CC(=O)N(C)CCc1cnn(C)c1 (stereo unspecified)	15%	4%	3%	9%	4%	3	5	-3%
CCCc1cc(C(=O)Nc2cccc3ccccc23)n(C)n1	?	9%	10%	0%	25%	5	10	9%
C=Cc1ccc(Cn2c(=O)n(-c3cccc(C)c3)c(=O)c3c2c2cc(C)ccc2n3C)cc1	-1%	-7%	nt	nt	18%	1	nt	nt
CC(=O)C(C(C)=O)c1c(Cl)c(O)c(O)c2c(C(=O)c3ccccc3)coc12	-10%	-20%	16%	-9%	?	8	-11	-27%

The final 3 compounds of the section before come first, to join the parts.
SMILES	TDP-43 yeast inh	Abeta rescue	EPAC2 ag	EPAC2 antag	FUS suppressor	DRD3 agonist	D3 antag	aSyn rescue
CCCc1cc(C(=O)Nc2cccc3ccccc23)n(C)n1	?	9%	10%	0%	25%	5	10	9%
C=Cc1ccc(Cn2c(=O)n(-c3cccc(C)c3)c(=O)c3c2c2cc(C)ccc2n3C)cc1	-1%	-7%	nt	nt	18%	1	nt	nt
CC(=O)C(C(C)=O)c1c(Cl)c(O)c(O)c2c(C(=O)c3ccccc3)coc12	-10%	-20%	16%	-9%	?	8	-11	-27%
CC(=O)Nc1ccc(NC(=O)CSc2ccc([N+](=O)[O-])cn2)cc1	-10%	-6%	6%	-13%	15%	0	-11	0%
COc1cccc(CNC(=O)c2cc(S(=O)(=O)N3CCCCCC3)cn2C)c1	10%	-3%	nt	nt	43%	7	nt	nt
O=C(CN1C(=O)c2ccc([N+](=O)[O-])cc2C1=O)NC1CCCCCC1	-9%	11%	1%	3%	4%	-23	-14	0%
CCCc1nc2ccc(NC(=O)c3cccs3)cc2c(=O)n1Cc1ccccc1Cl	4%	-4%	6%	8%	nt	2	11	0%
Cc1csc(NC(=O)CN2C(=O)c3ccccc3S2(=O)=O)n1	7%	11%	9%	5%	-22%	4	9	-1%
Cc1ccc(NCCC(=O)c2cccs2)cc1Cl	10%	-7%	-27%	7%	-42%	-11	-18	-11%
O=C(Nc1ccc(Br)cc1)c1cccn1-c1ncc(C(F)(F)F)cc1Cl	19%	-53%[inhibitor]	-2%	-28%	66%	-23	-7	-3%
O=C(CCCCCn1c(SCc2ccncc2)nc2ccccc2c1=O)NCc1ccco1	-13%	11%	-5%	-1%	32%	8	19	5%
CCOC(=O)C(C)n1cnc2c1c(=O)[nH]c(=O)n2C (stereo unspecified)	-26%	7%	-2%	15%	-11%	-2	9	-9%
FC(F)(F)c1cccc(NC(=S)N(CCCN2CCCC2)Cc2cccn2Cc2ccc(Cl)cc2)c1	-12%	0%	2%	-10%	?	-20	?	?
CSCCC(NC(=O)C12CC3CC(CC(C3)C1)C2)C(=O)OCC(=O)c1ccccc1 (stereo unspecified)	13%	-6%	2%	5%	-3%	6	-2	-10%
Cc1cc(C)c(NC(=S)N2CCC(N(C)CC3CCCO3)CC2)c(C)c1 (stereo unspecified)	-24%	-15%	-1%	10%	24%	-13	16	-1%
Cc1nc(C(F)(F)F)ccc1C(=O)N1CCC1(C)C(=O)Nc1ccc2c(c1)OCO2 (stereo unspecified)	0%	11%	6%	13%	-6%	8	4	-2%
CCCC(=O)N1CCC1(C)C(=O)Nc1ccc2c(c1)OCCO2 (stereo unspecified)	26%	-7%	7%	-2%	-21%	3	15	-1%
O=C(Cc1cccs1)NC1CCCC1	-13%	-14%	0%	9%	19%	3	1	-2%
Fc1ccc(Cn2c(-c3cscn3)nc3ccccc32)c(Cl)c1	4%	4%	-2%	24%	11%	-3	-8	0%
CC(=O)c1cc2c(cc1NC(=O)CCn1cnnn1)OCO2	-11%	-8%	4%	1%	-27%	0	4	4%
CCOc1ccc(NC(=O)CN2C(=O)CSc3ccc(S(=O)(=O)N4CCCC4)cc32)cc1	3%	-5%	4%	-9%	23%	-3	-11	-1%
COCCCNC(=O)C[C@@H]1C[C@@]2(C(=O)OC)CCCCC=C2N(Cc2ccc(Cl)cc2Cl)C1=O	?	1%	1%	-14%	?	4	20	12%
Cc1ccccc1NC(=S)NCCc1ccccc1	?	?	-4%	0%	nt	0	3	-3%
CCc1nnc(SCC(=O)Nc2ccc(N3CCOCC3)cc2)o1	-5%	11%	4%	5%	2%	0	2	4%
O=C(CCC(=O)N1CCCCCC1)NCc1ccc(F)cc1	-6%	-2%	16%	13%	-15%	5	0	-5%
COc1ccc(S(=O)(=O)N2CCC(N3CCN(Cc4ccc(F)cc4)C(=O)C3=O)CC2)cc1	10%	-9%	nt	nt	-3%	-7	nt	nt
CN(C(=O)COC(=O)c1ccc(Cl)c(S(=O)(=O)NCc2ccccc2)c1)C1CCS(=O)(=O)C1 (stereo unspecified)	18%	-4%	3%	9%	nt	2	-22	-9%
Cc1ccc(NC(=O)N2C3CCCC2CC(NC(=O)C(C)(C)C)C3)cc1 (stereo unspecified)	1%	-8%	10%	5%	-19%	3	0	0%
SMILES	TDP-43 yeast inh	Abeta rescue	EPAC2 ag	EPAC2 antag	FUS suppressor	DRD3 agonist	D3 antag	aSyn rescue
COC(=O)c1sc(C(F)(F)F)c(-c2ccccc2)c1S(=O)(=O)N(C)C	6%	3%	-2%	-3%	8%	14	4	3%
N#CCCN(Cc1ccccc1)C(c1ccnc2ccccc12)c1nnnn1-c1ccc2c(c1)OCCO2 (stereo unspecified)	12%	6%	3%	-5%	15%	2	6	2%
COc1ccc(OCC(O)Cn2c(N3CCCCC3)nc3c2c(=O)[nH]c(=O)n3C)cc1 (stereo unspecified)	18%	-8%	-1%	12%	7%	1	85	13%
CCNC(=O)C1CCCN1C(=O)C(CCCN=C(N)N)NC(=O)C(CC(C)C)NC(=O)C(Cc1cn(Cc2ccccc2)cn1)NC(=O)C(Cc1ccc(O)cc1)NC(=O)C(CO)NC(=O)C(Cc1c[nH]c2ccccc12)NC(=O)C(Cc1cnc[nH]1)NC(=O)C1CCC(=O)N1 (stereo unspecified)	25%	-12%	0%	9%	-15%	-37	-22	-2%
CCOC(=O)C1(Cc2ccccc2C)CCCN(C(=O)c2ccc3nccnc3c2)C1 (stereo unspecified)	0%	6%	0%	6%	26%	5	35	2%
CC(C)N1C(=O)C2C(C(=O)NC3CCCCC3)C3C=CC2(O3)C1C(=O)NC1CCCCC1 (stereo unspecified)	0%	12%	-4%	-4%	19%	-2	-6	-1%
CC(=O)Nc1c(C(=O)O)ccc(C)c1OCc1ccccc1	15%	-1%	5%	13%	-11%	0	-6	?
COc1cc(NS(=O)(=O)c2ccc(NC(=S)NC(=O)c3ccc(F)c(F)c3)cc2)nc(OC)n1	3%	18%	3%	-1%	?	-14	?	0%
COc1cc(CNc2ccc3c(c2)CCC3)cc(OC)c1O	-2%	12%	2%	-1%	18%	0	-14	-7%
Cc1nn(-c2ccccc2)c(Cl)c1/C=N/NC(=O)c1nn(C)cc1[N+](=O)[O-]	12%	-8%	-3%	-19%	-16%	-9	-5	-6%
O=C(NNS(=O)(=O)c1ccc(Cl)cc1)c1cccc(S(=O)(=O)N2CCOCC2)c1	13%	5%	3%	-22%	-5%	2	3	6%
